Compound activity: PubChem, several laboratories
P. falciparum M17LAP: P. falciparum M17LAP inhibitors, primary screen, biochemical, fluorogenic H-Leu-NHMec substrate, 1536-well (AID 1619); recombinant M17LAP, H-Leu-NHMec fluorogenic kinetic assay; higher % means a stronger effect; inhibition, % at 30 µM, or IC50 in µM where a hit was titrated; 220,000 compounds, 0.38% hits;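 active means compound inhibiting the enzyme by more than half at any dose during confirmatory dose-response retesting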;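 further: plate controls were full reaction with DMSO carrier for no effect and no enzyme background for full effect; strong numbers were not always called active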
M1AAP inhibition: P. falciparum M1AAP inhibitors, biochemical, fluorogenic H-Leu-NHMec substrate, 1536-well (AID 1445) | recombinant M1AAP, H-Leu-NHMec fluorogenic kinetic assay; higher % means a stronger effect | inhibition, % at 30 µM; hits with a dose series show IC50 in µM | 220,000 compounds, 0.42% hits;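 active means primary inhibition above the hit cutoff, then over 50% inhibition at one or more dose response concentrations, cut at about 23% in these data, passing the limit was not always enough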;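 further: plate controls were DMSO full reaction for no effect and no enzyme background for full effect; strong numbers were not always called active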
WT yeast gro inh: growth inhibition of WT yeast, mitochondrial fusion screen. mitochondrial fusion phenotypic screen, WT strain. inhibition, % at 10 µM. 190,000 compounds, 2.1% hits; in the data active means inhibition above about 58%; tested in S. cerevisiae
Yfh1-off respiration: mitochondrial function rescue without frataxin homolog – Friedreich's ataxia, plus single-dose screen, dose response (AID 1465); S. cerevisiae Yfh1-off respiration, WST-1 reduction, 72 h; higher fold induction means a stronger effect; fold induction at 50 µM, or EC50 in µM where a hit was titrated; 220,000 compounds, 0.074% hits;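 active means fold induction of absorbance versus untreated yeast above a set limit, then at least 30% activation at any dose in follow-up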;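 further: activators that raise dye reduction in frataxin-depleted yeast; strong numbers were not always called active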
bCat nuc transl: alters nuclear translocation of beta-catenin in HeLa cells; immunofluorescence imaging; nuclear translocation activity, % at 5 µM; 190,000 compounds, 0.3% hits;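 active means nuclear translocation activity above 50% at 5 µM, with a well cell count of 50 or more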;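 further: per-cell ratio of nuclear to cytoplasmic median beta-catenin stain intensity; plate controls were DMSO negative control for no effect and GSK-3 inhibitor IX positive control for full effect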
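assay system = human HeLa cells, endogenous beta-catenin | times = compound treatment 24 h, 37°C, 5% CO2 | detection = Anti-beta-catenin immunofluorescence on PFA-fixed, Triton-permeabilized cells, DAPI nuclei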
MT stabilizer: microtubule stabilization, imaging screen | HeLa tubulin immunostaining HCS, 24 h; share of cells brighter than vehicle mean+2SD | % tubulin-high responders, % at 10 µM | 200,000 compounds, 0.83% hits | AID 2205;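 active means plate Z-score above 3 for both tubulin-high and condensed-nucleus cell shares, with cell loss under 80%, at 10 µM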;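 further: anti alpha tubulin signal scored within the nucleus-defined area of each cell; some results filed as inactive read as strong as hits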
Dynein transport: blocks dynein driven cargo transport along microtubules; 3617.4 mouse cells, GR-EGFP nuclear translocation imaging; test concentration mostly 20 µM; stimulated with dexamethasone, 1 µM; hits give low values; z-score, hits read low; 220,000 compounds, 0.47% hits; AID 1381;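 active means plate z-score of nuclear minus cytoplasmic receptor signal below a set negative limit, without overly bright fluorescence or cell loss, cut at about -3.5 in these data, passing the limit was not always enough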;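 further: z-score of nuclear minus cytoplasmic ring GR-EGFP intensity difference per well; some compounds called inactive have numbers as strong as hits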
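medium = tetracycline-free induction medium containing charcoal-stripped FBS | probe or stimulus = dexamethasone, 1.0 µM final | timing = 48 h induction, then 1 h compound, then 30 min agonist, 37 °C | detection = automated 10x imaging of fixed Hoechst-stained cells | read-out basis = nuclear versus cytoplasmic GR-EGFP signal, averaged per well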
T cell HTS: T cell immune modulators affecting CD8 T cell-vesicle binding | 2C CD8+ T cell-vesicle binding, flow cytometry; hits give low values | calls only at 7 µM | 330,000 compounds, 0.068% hits | AID 2052;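 active means response, share of CD8 T cells binding vesicles, and their 90th percentile fluorescence all below set limits, cut at about 80% in these data, passing the limit was not always enough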
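Benchmarks: naked versus QL9-loaded vesicles / Assay system: purified 2C TCR transgenic mouse naive CD8+ T cells / Technique: high-throughput flow cytometry with anti-B7-1 and anti-CD8 staining / Timing: Cell–vesicle co-incubation 1.5 h at 37 °C, staining 20 min on ice / Read-out: percent CD8+ FL2 mean versus row control / Probe or stimulus: QL9-loaded Drosophila micro-vesicles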
Autophagy HCS: modulators of autophagy; MEF GFP-LC3 puncta imaging; test concentration mostly 10 µM; calls only at 10 µM (by protocol); 190,000 compounds, 0.98% hits; AID 463193;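 active means percentage of spot-positive cells more than 3 SD above its plate mean, without a fluorescence outlier flag or 80% toxicity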;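 further: spot-positive cell cutoff set from DMSO-treated cells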
WT yeast gro inh mutant strain: recorded beside WT yeast gro inh, whose call it bears; inhibition, %; mitochondrial fusion phenotypic screen, mutant strain inhibition
Dynein transport cytoplasmic EGFP: further read-out of Dynein transport, marked with its call; z-score; measured here: cytoplasmic GR-EGFP intensity; hits give high values
Dynein transport nuclear GR-EGFP: further read-out of Dynein transport, marked with its call; z-score; measured here: nuclear GR-EGFP intensity;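 lower value marks the stronger effect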
Dynein transport cell count: second read-out of Dynein transport, no call of its own (marks repeat the call); z-score; measured here: cell count per field
bCat nuc transl cell count 5 µM: recorded beside bCat nuc transl, whose call it bears; cell count; measured here: cell count, cytotoxicity flag
T cell HTS vesicle-bound %: also measured in T cell HTS; calls as there; double positive events, %; measured here: CD8+ vesicle-bound cell fraction;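 binding gate set so that unloaded-vesicle control wells show 10% double positive cells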
MT stabilizer Hoechst-high %: recorded beside MT stabilizer, whose call it bears; % Hoechst-high responders; measured here: nuclear condensation Hoechst responders;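 share of cells brighter than vehicle mean plus two SD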
MT stabilizer cytotoxicity %: also measured in MT stabilizer; calls as there; toxicity, %; measured here: cytotoxicity by cell density;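 0% = mean cell density of plate MIN control wells and 100% = no cells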
Autophagy HCS cell loss 18 h: second read-out of Autophagy HCS, no call of its own (marks repeat the call); toxicity, %; measured here: cell loss, nuclei count;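 cell loss after 18 h compound exposure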
Starred values were filed as active, the others as inactive; i = inactive; x = no result given. An excerpt; count on the stated rates, not on these rows.

SMILES	P. falciparum M17LAP	M1AAP inhibition	WT yeast gro inh	WT yeast gro inh mutant strain	Yfh1-off respiration	bCat nuc transl	bCat nuc transl cell count 5 µM	MT stabilizer	MT stabilizer Hoechst-high %	MT stabilizer cytotoxicity %	Dynein transport	Dynein transport cytoplasmic EGFP	Dynein transport nuclear GR-EGFP	Dynein transport cell count	T cell HTS	T cell HTS vesicle-bound %	Autophagy HCS	Autophagy HCS cell loss 18 h
Cc1ccc(-n2c(O)c(C=Nc3ccc(S(N)(=O)=O)cc3)c(=O)[nH]c2=O)cc1	12%	4%	-2	12	i	-2.0	1134	2.3	1.5	12	1.2	-0.00064	0.23	-0.49	i	60	i	-6
CCN1CCN(c2ccc(N)c(C)c2)CC1	4%	-4%	-9	3	i	0.2	1067	5.3	3.4	4.9	-1.2	-0.35	-0.072	0.53	i	48	i	4
c1ccc2c(c1)CC1CNCc3cccc(c31)S2 (stereo not given)	-8%	9%	4	4	i	0.1	810	7.6	3.6	11	0.53	-0.21	-0.0086	-0.54	i	44	i	-5
C=CCN(CC=C)Cc1c[nH]c2ccccc12	5%	8%	-3	-44	i	-2.3	796	3.4	3.1	10	-1.2	-0.18	-0.4	1.4	i	7	i	-17
CC(C)(C)NC(=O)C1CC2CCCCC2CN1 (stereo not given)	-2%	2%	-11	9	i	-0.5	1058	4.0	2.6	3.8	-0.099	-0.36	-0.6	-0.19	i	39	i	6
CCOC(=O)c1ccc2c(c1)n(Cc1ccccc1)c(C)[n+]2CC	-3%	-3%	-5	-1	i	-2.3	1014	4.6	1.2	5.3	-0.62	-0.25	-0.3	0.78	i	22	i	21
COc1ccccc1N1CCN(Cc2ccccc2F)CC1	-1%	0%	3	-15	i	x	x	4.2	2.1	0.9	-0.13	-0.22	0.33	0.26	i	60	i	9
O=C(Nc1cccc(Cl)c1)c1c(O)c2c(n(Cc3ccccc3)c1=O)CCCC2	10%	5%	10	-19	i	-2.9	624	4.4	3.6	1.2	-0.48	-0.24	0.63	-0.15	x	x	i	16
Cc1cc(C=C2C(=O)NC(=S)NC2=O)c(C)n1-c1ccc2c(c1)OCO2	12%	18%	-8	-8	i	0.0	1068	5.0	2.0	5.7	-0.3	-0.28	-0.31	0.48	i	8	i	2
O=c1c(C=NCCN2CCNCC2)c(O)n(C2CCCCC2)c(=O)n1C1CCCCC1	16%	4%	14	12	i	x	x	4.1	3.0	5.5	-2.9	0.84	-1.3	-4.8	i	32	i	-10
CN(C)CCCN=Cc1c(O)n(CCc2ccccc2)c(=O)[nH]c1=O	0%	2%	-9	-12	i	1.5	1106	2.2	1.6	7.6	-0.11	0.073	0.09	-0.13	i	40	i	1
COc1ccc(C2=CC(c3ccc(OC)c(OC)c3)c3c(c4ccccc4oc3=O)O2)cc1OC (stereo not given)	5%	3%	x	x	i	100*	316*	x	x	x	0.95	-0.17	1.2	-1.2	i	54	x	x

Exported with values under each structure: entries from further up.
Order of results – P. falciparum M17LAP	M1AAP inhibition	WT yeast gro inh	WT yeast gro inh mutant strain	Yfh1-off respiration	bCat nuc transl	bCat nuc transl cell count 5 µM	MT stabilizer	MT stabilizer Hoechst-high %	MT stabilizer cytotoxicity %	Dynein transport	Dynein transport cytoplasmic EGFP	Dynein transport nuclear GR-EGFP	Dynein transport cell count	T cell HTS	T cell HTS vesicle-bound %	Autophagy HCS	Autophagy HCS cell loss 18 h
CCOC(=O)c1ccc2c(c1)n(Cc1ccccc1)c(C)[n+]2CC
  -3%	-3%	-5	-1	i	-2.3	1014	4.6	1.2	5.3	-0.62	-0.25	-0.3	0.78	i	22	i	21
COc1ccccc1N1CCN(Cc2ccccc2F)CC1
  -1%	0%	3	-15	i	x	x	4.2	2.1	0.9	-0.13	-0.22	0.33	0.26	i	60	i	9
O=C(Nc1cccc(Cl)c1)c1c(O)c2c(n(Cc3ccccc3)c1=O)CCCC2
  10%	5%	10	-19	i	-2.9	624	4.4	3.6	1.2	-0.48	-0.24	0.63	-0.15	x	x	i	16
Cc1cc(C=C2C(=O)NC(=S)NC2=O)c(C)n1-c1ccc2c(c1)OCO2
  12%	18%	-8	-8	i	0.0	1068	5.0	2.0	5.7	-0.3	-0.28	-0.31	0.48	i	8	i	2
O=c1c(C=NCCN2CCNCC2)c(O)n(C2CCCCC2)c(=O)n1C1CCCCC1
  16%	4%	14	12	i	x	x	4.1	3.0	5.5	-2.9	0.84	-1.3	-4.8	i	32	i	-10
CN(C)CCCN=Cc1c(O)n(CCc2ccccc2)c(=O)[nH]c1=O
  0%	2%	-9	-12	i	1.5	1106	2.2	1.6	7.6	-0.11	0.073	0.09	-0.13	i	40	i	1
COc1ccc(C2=CC(c3ccc(OC)c(OC)c3)c3c(c4ccccc4oc3=O)O2)cc1OC (stereo not given)
  5%	3%	x	x	i	100*	316*	x	x	x	0.95	-0.17	1.2	-1.2	i	54	x	x

Next structures
SMILES	P. falciparum M17LAP	M1AAP inhibition	WT yeast gro inh	WT yeast gro inh mutant strain	Yfh1-off respiration	bCat nuc transl	bCat nuc transl cell count 5 µM	MT stabilizer	MT stabilizer Hoechst-high %	MT stabilizer cytotoxicity %	Dynein transport	Dynein transport cytoplasmic EGFP	Dynein transport nuclear GR-EGFP	Dynein transport cell count	T cell HTS	T cell HTS vesicle-bound %	Autophagy HCS	Autophagy HCS cell loss 18 h
C=CCn1c(O)c(C(CC)=Nc2cccc(C(=O)O)c2)c(=O)[nH]c1=O	-1%	4%	x	x	i	-1.2	1372	x	x	x	-0.75	-0.25	-0.47	0.72	i	25	x	x
CCCCCSc1cc(OC)c(CCN)cc1OC	-3%	8%	15	23	i	-1.1	1469	19	10	21	1.3	-0.16	1.1	-0.17	i	37	i	-1
COc1ccc(CCn2c(O)c(C=NCCN3CCCCC3)c(=O)[nH]c2=O)cc1OC	1%	2%	-7	-1	i	-1.8	1288	1.4	1.8	11	-0.44	-0.088	-0.11	0.18	i	21	i	-10
Cc1c(N=Nc2c(O)[nH]c(=O)[nH]c2=O)c(=O)n(-c2ccccc2)n1C	5%	-19%	0	11	i	-2.4	1040	7.6	2.0	7.7	0.59	-0.27	-0.065	-0.19	i	7	i	-9
CCOc1ccc(C2(C#N)CC[N+](C)(C)CC2)cc1	-2%	4%	-4	-5	i	-1.9	1370	0.4	1.3	13	-0.32	0.12	-0.14	0.78	i	32	i	28
O=C(Nc1ccc(Cl)cc1)Nc1nccs1	-15%	10%	-15	7	i	44	857	46*	20*	40*	-1	-0.27	-1.2	0.56	i	44	i	63
COc1ccc(-n2c(=O)[nH]c3ccccc3c2=O)c(OC)c1	-5%	-9%	-11	-30	i	-2.6	1105	5.1	2.5	5.6	-0.29	-0.15	0.058	-0.26	i	51	i	-1
O=C(Nc1ccccc1Cl)OC1CN2CCC1CC2 (stereo not given)	-8%	5%	x	x	i	-3.2	1128	x	x	x	0.14	-0.26	-0.047	0.27	i	7	x	x
O=C1CC(=O)N(Cc2ccccc2)C(=O)N1CCCCCCN1C(=O)CC(=O)N(Cc2ccccc2)C1=O	24%	34%	x	x	i	0.7	1097	x	x	x	0.46	-0.27	0.14	-0.27	i	32	x	x
CCCCn1c(O)c(C(C)=NCc2ccc(F)cc2)c(=O)[nH]c1=O	8%	3%	4	18	i	-6.5	1010	3.1	2.6	12	-0.55	-0.31	-0.046	0.91	i	26	i	-21
C=C(C=O)C[C@@H]1C[C@H](O)C2OC3C[C@]4(C)OC5/C=C\CC6OC7C(CC=CCC6OC5CCCC4OC3CC2O1)OC1CC2OC3CC(=O)OC3C[C@@H](C)C[C@@]2(C)OC1C[C@@H]7C (stereo not given in full)	6%	10%	x	x	i	2.8	1319	x	x	x	-0.81	8.3	0.69	-4.5	i	10	x	x
CN1CCN(c2cc(N3CCCC3)c([N+](=O)[O-])cc2F)CC1	23%	11%	18	40	i	0.8	1389	3.2	2.7	8.7	-1.1	-0.22	-0.65	1.4	i	45	i	-20
O=C(N/N=C/c1c(O)n(Cc2ccccc2)c(=O)[nH]c1=O)c1ccccc1	-224%	4%	5	8	i	-1.0	1054	5.8	2.2	5.4	1	-0.22	0.62	-0.43	i	46	i	16

Entries of single compounds from above. Screens in order: P. falciparum M17LAP	M1AAP inhibition	WT yeast gro inh	WT yeast gro inh mutant strain	Yfh1-off respiration	bCat nuc transl	bCat nuc transl cell count 5 µM	MT stabilizer	MT stabilizer Hoechst-high %	MT stabilizer cytotoxicity %	Dynein transport	Dynein transport cytoplasmic EGFP	Dynein transport nuclear GR-EGFP	Dynein transport cell count	T cell HTS	T cell HTS vesicle-bound %	Autophagy HCS	Autophagy HCS cell loss 18 h
Profile of `CN1CCN(c2cc(N3CCCC3)c([N+](=O)[O-])cc2F)CC1` → 23%	11%	18	40	i	0.8	1389	3.2	2.7	8.7	-1.1	-0.22	-0.65	1.4	i	45	i	-20
Profile of `O=C(N/N=C/c1c(O)n(Cc2ccccc2)c(=O)[nH]c1=O)c1ccccc1` → -224%	4%	5	8	i	-1.0	1054	5.8	2.2	5.4	1	-0.22	0.62	-0.43	i	46	i	16
